NCI-60 one-dose screen, 48 h, at 10 µM unless noted. Numbers give growth in % (100 = growth as untreated, 0 = no growth, -100 = all killed).
IGROV1 = IGROV1 ovarian cancer; actives 4.7% (n = 79,000)
SK-OV-3 = SK-OV-3 ovarian cancer cells; AID 1794785; actives 3.2% (n = 80,000)
KM12 = KM12 colon cancer cells; AID 1794800; actives 5% (n = 82,000)
SW-620 = SW-620 colon cancer | actives 5.2% (n = 82,000)
HT29 = HT29 colon cancer; actives 7.4% (n = 81,000)
COLO 205 = COLO 205 colon cancer; actives 7.3% (n = 79,000); AID 1794742
HCT-116 = HCT-116 colon cancer | actives 7.3% (n = 82,000)
HCT-15 = HCT-15 colon cancer; AID 1794746; actives 5.2% (n = 82,000)
OVCAR-4 = OVCAR-4 ovarian cancer cells | actives 3.7% (n = 80,000) | AID 1794784
Numbers without * were called inactive; & = joins results of further samples. Rule for the calls: active = growth percent below 10; inactive = the rest. Hits appear at their usual frequency; overall some 12% were active at least once.

Start of the data: the first 2 entries (preview)
How did CNCC(=O)Nc1ccc(C(=O)OCC(C)C)cc1 do in these assays?
IGROV1: 102; SK-OV-3: 85; KM12: 98; SW-620: 91; HT29: 90; COLO 205: 98; HCT-116: 97; HCT-15: 95; OVCAR-4: 104

Results for COC(=O)[C@]1(C)N[C@H](c2cn(-c3ccccc3)nc2C)[C@@H]2C(=O)N(c3ccc(Cl)cc3)C(=O)[C@@H]21 ?
IGROV1: 105; SK-OV-3: 104; KM12: 104; SW-620: 103; HT29: 98; HCT-116: 100; HCT-15: 102; OVCAR-4: 114

Main list (from the top)
How did CNCC(=O)Nc1ccc(C(=O)OCC(C)C)cc1 do in these assays?
IGROV1: 102; SK-OV-3: 85; KM12: 98; SW-620: 91; HT29: 90; COLO 205: 98; HCT-116: 97; HCT-15: 95; OVCAR-4: 104

Results for COC(=O)[C@]1(C)N[C@H](c2cn(-c3ccccc3)nc2C)[C@@H]2C(=O)N(c3ccc(Cl)cc3)C(=O)[C@@H]21 ?
IGROV1: 105; SK-OV-3: 104; KM12: 104; SW-620: 103; HT29: 98; HCT-116: 100; HCT-15: 102; OVCAR-4: 114

What do the screens show for `COc1cccc(CNc2ccc3ncnc(Nc4ccc(F)c(Cl)c4)c3c2)c1`?
IGROV1: 37; SK-OV-3: 43; KM12: 77; SW-620: 77; HT29: 88; COLO 205: 91; HCT-116: 65; HCT-15: 53; OVCAR-4: 61

Results for COc1ccc(-c2ccn(S(=O)(=O)c3ccc(OC)cc3)n2)cc1 ?
IGROV1: 92; KM12: 88; SW-620: 82; COLO 205: 118; HCT-116: 60; HCT-15: 83; OVCAR-4: 63

How did O=S(=O)(NCl)c1ccccc1 do in these assays?
IGROV1: 107; SK-OV-3: 105; KM12: 102; SW-620: 107; HT29: 106; COLO 205: 113; HCT-116: 101; HCT-15: 102; OVCAR-4: 96

How did O=C1c2nccnc2C(=O)N1Cc1ccccc1 do in these assays?
IGROV1: 143; SK-OV-3: 104; KM12: 108; SW-620: 102; HT29: 119; COLO 205: 113; HCT-116: 102; HCT-15: 91; OVCAR-4: 118

What do the screens show for `O=c1cc(C2CCCCC2)[nH]c(=O)[nH]1`?
IGROV1: 114; SK-OV-3: 107; KM12: 103; SW-620: 103; COLO 205: 106; HCT-116: 111; HCT-15: 109; OVCAR-4: 112

What do the screens show for `Nc1nc(Cl)cc(NCc2ccc(CNc3cc(Cl)nc(N)n3)cc2)n1`?
IGROV1: -31*; SK-OV-3: 92; KM12: 99; SW-620: 87; HT29: 110; COLO 205: 103; HCT-116: 83; HCT-15: 100; OVCAR-4: 60

What do the screens show for `COc1ccc(-c2nc(C#N)c(NCC(c3ccco3)N3CCCC3)o2)cc1` (stereo not given)?
IGROV1: 57; SK-OV-3: 30; KM12: 34; SW-620: 27; HT29: 11; COLO 205: 20; HCT-116: 27; HCT-15: 31; OVCAR-4: 53

How did CCN(CC)S(=O)(=O)c1ccc(-c2csc(Nc3ccc(C)c(C)c3)n2)cc1 do in these assays?
IGROV1: 106; SK-OV-3: 106; KM12: 91; SW-620: 97; HT29: 44; COLO 205: 88; HCT-116: 84; HCT-15: 86; OVCAR-4: 89

How did C/C=C\C=C\C(=O)OCCC do in these assays?
IGROV1: 108; SK-OV-3: 110; KM12: 109; SW-620: 109; HT29: 110; COLO 205: 110; HCT-116: 101; HCT-15: 102; OVCAR-4: 110

How did Fc1ccc(Cc2nnc(SC3CCCC3)n2CCCc2cnc[nH]2)cc1 do in these assays?
IGROV1: 121; SK-OV-3: 106; KM12: 102; SW-620: 113; HT29: 119; COLO 205: 121; HCT-116: 109; HCT-15: 109; OVCAR-4: 93

How did N=C(N)c1ccc(-c2ccc(/C=C/c3ccccc3)s2)cc1 do in these assays?
IGROV1: -63*; KM12: -47*; SW-620: -67*; HT29: -2.4*; HCT-116: -79*; HCT-15: -54*; OVCAR-4: -25*

How did COC(=O)C(=CC(Br)C(Br)c1ccccc1)C(=O)OC (stereo not given) do in these assays?
IGROV1: 85; SK-OV-3: 104; KM12: 108; SW-620: 100; HT29: 111; COLO 205: 107; HCT-116: 95; HCT-15: 105; OVCAR-4: 100

How did O=C1C=C(Nc2cccc(C(=O)O)c2)c2ccccc2C1=O do in these assays?
IGROV1: 90; SK-OV-3: 91; KM12: 111; SW-620: 104; HT29: 106; COLO 205: 98; HCT-116: 97; HCT-15: 106; OVCAR-4: 101

What do the screens show for `C[Si](C)(CCl)N[Si](C)(C)CCl`?
IGROV1: 118; SK-OV-3: 114; KM12: 113; SW-620: 106; HT29: 106; COLO 205: 116; HCT-116: 105; HCT-15: 118; OVCAR-4: 101

What do the screens show for `CCN(CC)S(=O)(=O)c1cc(C(=O)Nc2sc3c(c2C(N)=O)CCC3)ccc1C`?
IGROV1: 63; SK-OV-3: 106; KM12: 95; SW-620: 112; HT29: 105; COLO 205: 101; HCT-116: 95; HCT-15: 92; OVCAR-4: 108

How did O=C1c2ccccc2NC(c2cn(-c3ccccc3)nc2-c2ccc(F)cc2)N1Cc1ccccc1 (stereo not given) do in these assays?
IGROV1: 39; SK-OV-3: 88; KM12: 72; SW-620: 81; HT29: 52; COLO 205: 68; HCT-116: 52; HCT-15: 60; OVCAR-4: 63

How did CCCCCCCCCCCC(c1ccccc1)[N+](C)(C)C (stereo not given) do in these assays?
IGROV1: -61*; SK-OV-3: 10; KM12: -21*; SW-620: 42; HT29: 4.0*; COLO 205: -75*; HCT-116: 9.8*; HCT-15: 93; OVCAR-4: 9.7*

Results for COc1ccc(Cc2nn(CC(=O)N/N=C/c3ccc(F)cc3)c(=O)c3c(C)noc23)cc1 ?
IGROV1: 40; SK-OV-3: -72*; KM12: 73; SW-620: 61; HT29: 74; COLO 205: 59; HCT-116: 6.0*; HCT-15: 67; OVCAR-4: -36*

Results for C[C@@H]1NC(=O)[C@H](Cc2ccccc2)N(Cc2cccnc2)C1=O ?
IGROV1: 107; SK-OV-3: 99; KM12: 103; SW-620: 97; HT29: 102; COLO 205: 105; HCT-116: 71; HCT-15: 103; OVCAR-4: 102

Results for N#C/C(=C\c1ccc2ccccc2n1)c1cc2ccccc2[nH]1 ?
IGROV1: 96; SK-OV-3: 96; KM12: 82; SW-620: 86; HT29: 83; COLO 205: 108; HCT-116: 85; HCT-15: 80; OVCAR-4: 83

What do the screens show for `ClC(Cl)=C(Cl)c1ccccc1`?
IGROV1: 96; SK-OV-3: 97; KM12: 104; SW-620: 109; HT29: 109; COLO 205: 102; HCT-116: 95; HCT-15: 102; OVCAR-4: 91

What do the screens show for `Cc1cc(NC(=O)C2c3ccccc3C(=O)N(CC(C)C)C2c2cccs2)no1` (stereo not given)?
IGROV1: 16; SK-OV-3: 95; KM12: 87; SW-620: -57*; HT29: -29*; COLO 205: -84*; HCT-116: 0.1*; HCT-15: 7.0*; OVCAR-4: -8.8*

How did FC(F)(F)c1cc2c(Cl)ncnc2n1CCC1CCOCC1 do in these assays?
IGROV1: -91*; SK-OV-3: 51; KM12: 64; SW-620: 35; HT29: 48; COLO 205: 71; HCT-116: -53*; HCT-15: -38*; OVCAR-4: -17*

How did COc1ccc2c(c1)CC[C@@H]1[C@@H]2CC[C@]2(C)[C@H](O)[C@H](O)C[C@@H]12 do in these assays?
SK-OV-3: 114; KM12: 106; SW-620: 107; HT29: 91; COLO 205: 106; HCT-116: 98; HCT-15: 95; OVCAR-4: 113

How did CCOC(=O)C1OC1(C)c1ccc(Cl)cc1 (stereo not given) do in these assays?
IGROV1: 104; SK-OV-3: 103; KM12: 103; SW-620: 101; HT29: 97; COLO 205: 103; HCT-116: 100; HCT-15: 104; OVCAR-4: 104

Results for C1=CCN(c2nc(N3CCOCC3)nc(N3CCCc4ccccc43)n2)CC1 ?
SK-OV-3: 108; KM12: 113; SW-620: 101; HT29: 105; COLO 205: 114; HCT-116: 104; HCT-15: 86

What do the screens show for `Clc1ccc(C2=NN(c3ccccc3)C(c3cccc(Nc4ccnc5cc(Cl)ccc45)c3)C2)cc1` (stereo not given)?
IGROV1: 78; SK-OV-3: 73; KM12: 85; SW-620: 86; HT29: 65; COLO 205: 73; HCT-116: 64; HCT-15: 70; OVCAR-4: 74

How did Cc1c(CO)[n+](=O)c2ccccc2n1[O-] do in these assays?
SK-OV-3: 112; KM12: 103; SW-620: 110; HT29: 113; COLO 205: 111; HCT-116: 107; HCT-15: 103; OVCAR-4: 124

No new results follow: an excerpt of the list.
How did CNCC(=O)Nc1ccc(C(=O)OCC(C)C)cc1 do in these assays?
IGROV1: 102; SK-OV-3: 85; KM12: 98; SW-620: 91; HT29: 90; COLO 205: 98; HCT-116: 97; HCT-15: 95; OVCAR-4: 104

Results for COC(=O)[C@]1(C)N[C@H](c2cn(-c3ccccc3)nc2C)[C@@H]2C(=O)N(c3ccc(Cl)cc3)C(=O)[C@@H]21 ?
IGROV1: 105; SK-OV-3: 104; KM12: 104; SW-620: 103; HT29: 98; HCT-116: 100; HCT-15: 102; OVCAR-4: 114

What do the screens show for `COc1cccc(CNc2ccc3ncnc(Nc4ccc(F)c(Cl)c4)c3c2)c1`?
IGROV1: 37; SK-OV-3: 43; KM12: 77; SW-620: 77; HT29: 88; COLO 205: 91; HCT-116: 65; HCT-15: 53; OVCAR-4: 61

Results for COc1ccc(-c2ccn(S(=O)(=O)c3ccc(OC)cc3)n2)cc1 ?
IGROV1: 92; KM12: 88; SW-620: 82; COLO 205: 118; HCT-116: 60; HCT-15: 83; OVCAR-4: 63

How did O=S(=O)(NCl)c1ccccc1 do in these assays?
IGROV1: 107; SK-OV-3: 105; KM12: 102; SW-620: 107; HT29: 106; COLO 205: 113; HCT-116: 101; HCT-15: 102; OVCAR-4: 96

How did O=C1c2nccnc2C(=O)N1Cc1ccccc1 do in these assays?
IGROV1: 143; SK-OV-3: 104; KM12: 108; SW-620: 102; HT29: 119; COLO 205: 113; HCT-116: 102; HCT-15: 91; OVCAR-4: 118

What do the screens show for `O=c1cc(C2CCCCC2)[nH]c(=O)[nH]1`?
IGROV1: 114; SK-OV-3: 107; KM12: 103; SW-620: 103; COLO 205: 106; HCT-116: 111; HCT-15: 109; OVCAR-4: 112

What do the screens show for `Nc1nc(Cl)cc(NCc2ccc(CNc3cc(Cl)nc(N)n3)cc2)n1`?
IGROV1: -31*; SK-OV-3: 92; KM12: 99; SW-620: 87; HT29: 110; COLO 205: 103; HCT-116: 83; HCT-15: 100; OVCAR-4: 60

What do the screens show for `COc1ccc(-c2nc(C#N)c(NCC(c3ccco3)N3CCCC3)o2)cc1` (stereo not given)?
IGROV1: 57; SK-OV-3: 30; KM12: 34; SW-620: 27; HT29: 11; COLO 205: 20; HCT-116: 27; HCT-15: 31; OVCAR-4: 53

How did CCN(CC)S(=O)(=O)c1ccc(-c2csc(Nc3ccc(C)c(C)c3)n2)cc1 do in these assays?
IGROV1: 106; SK-OV-3: 106; KM12: 91; SW-620: 97; HT29: 44; COLO 205: 88; HCT-116: 84; HCT-15: 86; OVCAR-4: 89

Further structures follow.
What do the screens show for `O=C(c1ccccc1)C(c1ccccc1)(c1ccccc1)c1ccccc1`?
IGROV1: 94&105; SK-OV-3: 105&99; KM12: 106; SW-620: 88&108; HT29: 69&97; COLO 205: 102&106; HCT-116: 65&93; HCT-15: 82&95; OVCAR-4: 95&109

Results for CC(=O)[C@H]1[C@H](C)C[C@H]2[C@@H]3CC[C@@H]4CC(=O)CC[C@]4(C)[C@H]3CC[C@@]21C ?
IGROV1: 101; SK-OV-3: 108; KM12: 112; SW-620: 106; HT29: 97; COLO 205: 119; HCT-116: 92; HCT-15: 100

How did CCCN(CCC)CCCC(O)c1cccc2ccccc12 (stereo not given) do in these assays?
SK-OV-3: 99; KM12: 127; SW-620: 104; HT29: 92; COLO 205: 106; HCT-116: 102; HCT-15: 106; OVCAR-4: 116

What do the screens show for `Cn1cc(-c2cc3nc(-c4c[nH]c5ccccc45)cc(N)n3n2)c2ccccc21`?
IGROV1: -77*; SK-OV-3: 43; KM12: -34*; SW-620: -77*; HT29: -65*; COLO 205: -89*; HCT-116: -74*; HCT-15: -73*; OVCAR-4: -40*

How did CCOC(=O)C(=O)c1c[nH]c2ccc(OCc3ccccc3)cc12 do in these assays?
IGROV1: 99; SK-OV-3: 100; KM12: 102; SW-620: 95; HT29: 101; COLO 205: 97; HCT-116: 109; HCT-15: 112; OVCAR-4: 94

Results for COc1ccc(/C=C/c2c(C(=O)/C=C/c3ccc(C(F)(F)F)cc3)c(C)nc3ccccc23)cc1 ?
IGROV1: -57*; SK-OV-3: 27; KM12: -68*; SW-620: -42*; HT29: 7.4*; COLO 205: -28*; HCT-116: -68*; HCT-15: -20*; OVCAR-4: -6.4*

What do the screens show for `COc1ccc(/C(C)=N/N=C2C(=O)N(C)c3ccccc32)cc1S(N)(=O)=O`?
IGROV1: 108; SK-OV-3: 98; KM12: 103; SW-620: 107; HT29: 89; COLO 205: 113; HCT-116: 96; HCT-15: 102; OVCAR-4: 104

Results for Cc1cc(C)c(/C=C2\C(=O)Nc3c2ccc(Cl)c3Cl)[nH]1 ?
IGROV1: 50; SK-OV-3: 75; KM12: 95; SW-620: 91; HT29: 97; COLO 205: 80; HCT-116: 72; HCT-15: 108; OVCAR-4: 96

Results for N#C/C(=C\c1cccc2c1OCO2)C(=O)Nc1sc2c(c1C#N)CCCC2 ?
IGROV1: 100; SK-OV-3: 98; KM12: 103; SW-620: 106; HT29: 124; COLO 205: 119; HCT-116: 98; HCT-15: 102; OVCAR-4: 108
